DAGLB inhibitor: DAGLB lipase inhibitors, primary screen, biochemical, fluorescence, HTS; Diacylglycerol lipase-beta (Homo sapiens), Q8NCG7; HEK293T DAGLB membrane lysate, EnzChek fluorogenic substrate; inhibition, % at 5.17 µM; actives 0.059% (n = 340,000); AID 504411, 2011; in the data active means inhibition above about 34%;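 further: 0% = enzyme with vehicle and 100% = wells lacking enzyme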
Cardiac RTF inh: cardiac RTF calcium sensitivity inhibitors, primary screen, biochemical, IANBD-TnC fluorescence, EC70 calcium. Troponin I, cardiac muscle (Homo sapiens) + Troponin T, cardiac muscle (Homo sapiens) + …. IANBD-labeled cardiac RTF, Ca2+ fluorescence. inhibition, % at 7.15 µM. actives 0.12% (n = 340,000). AID 493244, 2011;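 active means inhibition above the mean inhibition of all tested compounds plus 3 SD, cut at about 17% in these data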;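 further: assay run at fixed EC70 calcium of 1.6 mM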
PvdQ inh: P. aeruginosa PvdQ acylase inhibitors, primary screen, biochemical, fluorescence, plate reader and imaging, single point; PvdQ acylase [Pseudomonas aeruginosa LESB58]; purified PvdQ acylase; inhibition, % at 10 µM; actives 0.063% (n = 340,000); AID 488965, 2010; in the data active means inhibition above about 30%, passing the limit was not always enough;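 further: 0% = vehicle neutral wells and 100% = reference inhibitor wells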
Keap1 Nrf2 FP: Keap1-Nrf2 protein-protein interaction inhibitors, primary screen, biochemical, fluorescence polarization, single point; Keap1 Kelch-Nrf2 peptide fluorescence polarization, 1536-well; inhibition, % at 9.4 µM; AID 504523, 2011; actives 0.15% (n = 340,000); Kelch-like ECH-associated protein 1 (Homo sapiens), Q14145; in the data active means inhibition above about 12%;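 further: human Keap1 Kelch domain with fluorescein labeled Nrf2 9mer peptide probe; 0% = neutral control wells and 100% = peptide positive control; higher means more block of Keap1 binding to Nrf2 peptide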
SR-BI DiI-HDL act: activators of SR-BI mediated DiI-HDL uptake, primary screen, ldlA[mSR-BI] CHO cells, DiI fluorescence. actives 0.096% (n = 320,000). activation, % at 12.5 µM. 3 h; 100 = double the neutral-control signal;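 active means mean replicate activation of at least 60% and every replicate at or above 60%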;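 further: 0% = median plate neutral-control signal and 100% = twice that signal; values of inactives mirror those of a sister screen read the other way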
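System: LDL receptor-deficient CHO ldlA cells overexpressing murine SR-BI | Timing: 3 h uptake period with compound, 37 °C | Medium: HEPES-buffered (25 mM, pH 7.4) F12 plus 0.5% BSA | Dosing: Single-point compound dose | Signal: Bottom-read fluorescence, 550/595 nm | Read-out: Retained DiI signal reflecting DiI-HDL uptake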
NSD2 inh: NSD2 histone methyltransferase inhibitors, primary screen, biochemical, AlphaScreen, single concentration, set 2; AID 743445, 2014; Histone-lysine N-methyltransferase NSD2 (Homo sapiens), O96028; actives 0.54% (n = 310,000); NSD2 peptide methylation, 120 min; inhibition, % at 12.5 µM; in the data active means inhibition above about 50%
Target sequence (O96028 whole entry, looked up): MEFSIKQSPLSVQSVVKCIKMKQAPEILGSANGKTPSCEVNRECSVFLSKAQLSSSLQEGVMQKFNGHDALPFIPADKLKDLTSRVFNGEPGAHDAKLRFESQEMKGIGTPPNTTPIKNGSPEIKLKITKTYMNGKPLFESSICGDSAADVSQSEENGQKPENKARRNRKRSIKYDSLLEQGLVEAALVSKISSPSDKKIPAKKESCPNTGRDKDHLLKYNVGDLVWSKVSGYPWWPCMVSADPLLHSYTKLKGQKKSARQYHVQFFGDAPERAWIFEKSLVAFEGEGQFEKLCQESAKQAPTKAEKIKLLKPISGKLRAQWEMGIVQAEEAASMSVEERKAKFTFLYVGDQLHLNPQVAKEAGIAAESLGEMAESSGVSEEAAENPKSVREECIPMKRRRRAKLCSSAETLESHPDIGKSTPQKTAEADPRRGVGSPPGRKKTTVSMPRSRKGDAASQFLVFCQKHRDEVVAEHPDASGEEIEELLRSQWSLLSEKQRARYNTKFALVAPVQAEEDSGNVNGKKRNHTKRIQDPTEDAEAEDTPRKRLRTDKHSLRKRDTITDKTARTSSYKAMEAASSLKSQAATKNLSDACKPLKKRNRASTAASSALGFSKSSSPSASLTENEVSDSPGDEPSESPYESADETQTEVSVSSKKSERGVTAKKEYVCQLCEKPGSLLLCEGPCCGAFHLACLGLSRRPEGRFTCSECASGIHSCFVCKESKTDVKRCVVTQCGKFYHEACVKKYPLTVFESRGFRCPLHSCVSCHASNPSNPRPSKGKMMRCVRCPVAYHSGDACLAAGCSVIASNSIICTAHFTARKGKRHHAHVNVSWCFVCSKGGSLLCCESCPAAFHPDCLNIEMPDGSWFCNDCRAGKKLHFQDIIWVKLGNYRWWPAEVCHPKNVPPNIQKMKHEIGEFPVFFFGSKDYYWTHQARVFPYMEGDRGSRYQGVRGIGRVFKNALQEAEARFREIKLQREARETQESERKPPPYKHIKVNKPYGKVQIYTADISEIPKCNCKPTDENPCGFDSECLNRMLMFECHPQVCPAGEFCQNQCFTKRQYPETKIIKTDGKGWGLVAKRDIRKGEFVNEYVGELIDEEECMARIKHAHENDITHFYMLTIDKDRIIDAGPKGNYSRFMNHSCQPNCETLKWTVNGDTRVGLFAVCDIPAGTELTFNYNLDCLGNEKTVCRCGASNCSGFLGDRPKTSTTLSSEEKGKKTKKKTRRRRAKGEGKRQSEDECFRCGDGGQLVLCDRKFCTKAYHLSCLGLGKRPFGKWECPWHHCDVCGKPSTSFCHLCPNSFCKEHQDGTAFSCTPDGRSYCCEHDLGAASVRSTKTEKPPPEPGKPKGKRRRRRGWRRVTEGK
SR-BI HDL uptake: inhibitors of SR-BI mediated HDL lipid uptake, primary screen, ldlA[mSR-BI] cells, fluorescence, single point. actives 0.96% (n = 320,000). ldlA[mSR-BI] CHO cells, DiI-HDL uptake fluorescence, 3 h. inhibition, % at 12.5 µM. Scavenger receptor class B member 1 (Mus musculus), Q61009;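 active means mean replicate inhibition of at least 70% and a set share of replicates each scoring 70 or more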;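 further: 0% = median of neutral control wells and 100% = median of positive control wells; values of inactives mirror those of a sister screen read the other way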
PKA-R2B act: activators of PKA-R2B holoenzyme, primary screen, biochemical, fluorescence polarization, Cy5-IP20, human; PKA-R2B holoenzyme dissociation; R2B truncated from residue 108, S112A mutant; 0% DMSO only, 100% 113 µM cGMP; activation, % at 11.4 µM; actives 0.079% (n = 340,000);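 active means activation above a cutoff set at the mean over all compounds plus 3 SD, cut at about 18% in these data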;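 further: higher means more holoenzyme dissociation and a rise in polarization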
C-LANA FP: inhibitors of KSHV C-LANA binding to DNA, primary screen, biochemical, fluorescence polarization, FAM-LBS DNA, MBP-C-LANA, single point | Kaposi's sarcoma herpesvirus LANA C-terminal domain (residues 932-1162) DNA binding | inhibition, % at 9 µM | actives 0.078% (n = 340,000);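 active means highest replicate inhibition at or above 60% at 9 µM, even if other replicates fall short; inactive means all replicates below 60% inhibition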;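 further: 0% = neutral control wells and 100% = 4 µM acridine orange control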
Arrestin-AP2 inh: inhibitors of beta-arrestin/AP2 binding, primary screen, biochemical, GPCR trafficking, flow cytometry; beta-arrestin 1 C-terminal peptide binding to AP2 beta2-adaptin appendage (human); inhibition, % at 10 µM; actives 0.31% (n = 340,000); FITC-arrestin peptide / GST-AP2 beads; AP2 beta2 appendage carries R879A mutation;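 active means inhibition above a set limit, near 3 SD of compounds lacking own fluorescence, cut at about 54% in these data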;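 further: plate controls were DMSO wells for no effect and 5 µM unlabelled arrestin peptide for full effect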
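system = GST-tagged AP2 beta2-adaptin appendage (R879A) on 4 µm glutathione beads | reagent = FITC-labelled arrestin peptide probe, 50 nM final | schedule = compound with beads 12 min RT, then probe 1 h RT | signal = HyperCyt-sampled flow cytometry, FL1 channel, ex 488/em 535 nm | read-out = percent response from loss of bead-bound FITC fluorescence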
* hit, by the source's call; / = not tested or not shown.

SR-BI HDL uptake | Arrestin-AP2 inh | NSD2 inh | DAGLB inhibitor | Keap1 Nrf2 FP | PKA-R2B act | Cardiac RTF inh | C-LANA FP | SR-BI DiI-HDL act | PvdQ inh | Molecule
24 | 1 | 131* | -1 | 0 | -7 | -4 | 1.7 | -24 | -2 | Cc1cc(-c2ccc(C)c(S(=O)(=O)N3CCN(c4ccccn4)CC3)c2)on1
28 | 8 | 0 | -3 | -4 | -7 | -6 | 1.0 | -28 | -9 | CCc1ccccc1NC(=O)c1cccc(NC(=O)/C=C/c2ccco2)c1
-21 | 8 | / | 2 | -1 | -2 | -8 | -0.3 | 21 | -2 | COc1ccc(-n2c(SCC(=O)Nc3cc(C)on3)nc3c([nH]c4ccccc43)c2=O)cc1
-1 | 5 | 6 | -5 | 0 | 1 | -5 | 1.3 | 1 | -4 | O=C(NC(=S)Nc1ccc(N2CCOCC2)cc1)c1ccc(Cl)cc1
-12 | 32 | 3 | 0 | -1 | -8 | -16 | -0.4 | 12 | -5 | CN1CCN(C(=O)CSc2ccc(Cl)cc2)CC1
-1 | -2 | / | 3 | -2 | 6 | -5 | -0.8 | 1 | -19 | CN(CC(=O)NCCN1CCN(c2ccccc2)CC1)S(=O)(=O)c1ccc2c(c1)CCC(=O)N2
6 | 10 | 1 | 0 | -2 | -3 | -7 | 0.3 | -6 | -6 | O=C(c1ccccc1[N+](=O)[O-])N1CCC(Cc2ccccc2)CC1
-1 | 36 | -1 | 10 | -3 | -5 | -2 | 0.4 | 1 | -4 | Cc1ccc(NS(=O)(=O)c2cc(Br)cnc2N)cc1C
-4 | 3 | 2 | 2 | -1 | 5 | 9 | 0.1 | 4 | -12 | Cc1ccc(CS(=O)(=O)Cc2ccc(C(=O)NC3CCCCCC3)o2)cc1
0 | 1 | 0 | 1 | -1 | -9 | -6 | -0.7 | 0 | 20 | COc1ccc(C2NC(=O)NC(C)=C2C(=O)OC2CCCCC2)cc1OC (configuration not stated)
-2 | -3 | 42 | -4 | -2 | 3 | -8 | 2.2 | 2 | -20 | CC(CN1CCCC1)OC(=O)c1ccc(Br)cc1 (configuration not stated)
6 | 31 | -3 | 0 | -1 | 3 | -7 | -0.1 | -6 | -1 | Cc1ccc(C(=O)Nc2ccccc2C(=O)NC2CCCCC2)cc1S(=O)(=O)N1CCOCC1
-17 | -7 | -1 | -1 | -1 | 0 | -10 | 0.9 | 17 | -8 | OCCC1CN(Cc2ccncc2)CCN1C1CCCC1 (configuration not stated)
-13 | -6 | -3 | 0 | -4 | -5 | 8 | -2.2 | 13 | 0 | COc1cc(-c2nnc(SCC(=O)N(C)C3CCS(=O)(=O)C3)o2)cc(OC)c1OC (configuration not stated)
-8 | 5 | / | 2 | -1 | 2 | -1 | 0.8 | 8 | -6 | O=C(Nc1nc(-c2ccncc2)cs1)C1COc2ccccc2O1 (configuration not stated)
-13 | 13 | 34 | 2 | -2 | -3 | -12 | -0.1 | 13 | -6 | Cc1ccc2nc(-c3ccccc3NC(=O)CCC(=O)O)c(=O)[nH]c2c1
5 | -10 | 1 | -1 | 3 | -5 | 4 | 10 | -5 | 12 | O=Cc1c(NCc2ccccc2Cl)c2ccccc2[nH]c1=O
6 | 2 | / | 8 | -7 | 3 | 0 | -2.8 | -6 | -11 | CN(C)C1CCN(Cc2cc(COCc3ccccc3)c3cccnc3c2O)C1 (configuration not stated)
-3 | -3 | -2 | -1 | -4 | 2 | -13 | -1.2 | 3 | -12 | CCOC(=O)C1CCCN(C(=O)CN2C(=O)COc3ccc(C(C)(C)C)cc32)C1 (configuration not stated)
-11 | 3 | -3 | -2 | 0 | 6 | 6 | 0.6 | 11 | -16 | Cn1c(SCCCC(=O)c2ccccc2)nnc1-c1ccncc1
-1 | 21 | 1 | -12 | -2 | -6 | -5 | -1.4 | 1 | 0 | CCOc1ccccc1CN(CCc1ccc2c(c1)OCO2)Cc1ccccn1
/ | 26 | -4 | -3 | -2 | -1 | -3 | -0.6 | / | -5 | Cc1cc2nc(C(C)(C)C)cc(N)n2n1
-23 | 8 | -1 | -2 | -4 | -3 | 2 | 0.3 | 23 | -10 | COc1ccc(CC(=O)Nc2ccccc2C(=O)NCCc2ccccc2)cc1
-6 | 4 | 1 | -1 | 2 | -1 | -2 | -0.5 | 6 | 9 | CCOC(=O)c1c(NC(N)=O)nc2n1CCC2
50 | 14 | 1 | 1 | -2 | 14 | -2 | 1.1 | -50 | -14 | CNS(=O)(=O)c1cccc(C(=O)OCc2cc(C(C)=O)ccc2OC)c1
-14 | 5 | 1 | 0 | -3 | -12 | 9 | 0.2 | 14 | -9 | Cc1nc(CSc2nsc(C)c2C#N)cs1
-9 | 8 | 2 | -1 | -4 | 0 | -7 | 1.3 | 9 | -7 | Cc1cccc(Nc2nc(N)nc(CN3CCC(C(N)=O)CC3)n2)c1C
-7 | -3 | 0 | 0 | 0 | -3 | -3 | -0.8 | 7 | 3 | O=C1OC(Nc2ccc(Cl)cn2)c2ccccc21 (configuration not stated)
-11 | 32 | / | / | -1 | / | / | 0.9 | 11 | 4 | COC(=O)C1=CN(CC2CCCO2)C=C(C(=O)OC)C1c1cccc(O)c1 (configuration not stated)
-3 | 4 | / | -3 | 6 | 2 | -3 | 3.2 | 3 | 9 | O=c1oc(CCO)cc2ccc(C#Cc3ccsc3)cc12
9 | -4 | -2 | -4 | -7 | -7 | -6 | 0.2 | -9 | -15 | CCOC(=O)c1cc(C(=O)Nc2ccc(C)c(F)c2)nn1C
4 | -7 | 7 | 2 | -2 | -7 | -9 | -0.8 | -4 | -13 | CC(/C=N/n1c(-c2n[nH]c3c2CCC3)n[nH]c1=S)=C\c1ccco1
7 | 42 | -1 | 1 | -1 | 1 | -3 | -0.5 | -7 | -7 | CC(C)(C)C(=O)NCCCc1ccccc1
-17 | 6 | / | 2 | -3 | -1 | -7 | 1.9 | 17 | -4 | CC(=O)NNC(=S)NC(=O)c1ccccc1
-9 | 16 | / | -8 | 2 | 2 | -4 | -0.4 | 9 | -1 | Cc1ccc(S(=O)(=O)C2(C(=O)NCc3ccc4c(c3)OCO4)CC2)cc1
/ | 12 | -1 | -2 | -3 | -9 | 4 | -0.3 | / | 9 | Cc1occc1C(=O)N(C)Cc1nc(-c2ccc(Cl)cc2)no1
-16 | -9 | 1 | 1 | -1 | -6 | 2 | -2.0 | 16 | -8 | Nc1nc(N2CCN(c3ccccn3)CC2)nc2ccccc12
-17 | -3 | 1 | 2 | -1 | -13 | -4 | 1.4 | 17 | -13 | Cc1ccc(-n2c(SCC(=O)N(C)C3CCS(=O)(=O)C3)nc3ccccc3c2=O)c(C)c1 (configuration not stated)
-25 | -1 | -1 | 1 | -6 | -3 | -14 | -0.6 | 25 | -14 | Cc1c(NP(=O)(Oc2ccccc2F)Oc2ccccc2F)c(=O)n(-c2ccccc2)n1C
0 | 19 | -1 | 0 | 0 | -2 | -8 | 0.3 | 0 | -8 | CCCn1c(N)c(C(=O)COC(=O)COc2ccc(Cl)c(C)c2)c(=O)n(C)c1=O

Gathered by group, those above with a furan ring, fused or not
SR-BI HDL uptake | Arrestin-AP2 inh | NSD2 inh | DAGLB inhibitor | Keap1 Nrf2 FP | PKA-R2B act | Cardiac RTF inh | C-LANA FP | SR-BI DiI-HDL act | PvdQ inh | Molecule
28 | 8 | 0 | -3 | -4 | -7 | -6 | 1.0 | -28 | -9 | CCc1ccccc1NC(=O)c1cccc(NC(=O)/C=C/c2ccco2)c1
-4 | 3 | 2 | 2 | -1 | 5 | 9 | 0.1 | 4 | -12 | Cc1ccc(CS(=O)(=O)Cc2ccc(C(=O)NC3CCCCCC3)o2)cc1
4 | -7 | 7 | 2 | -2 | -7 | -9 | -0.8 | -4 | -13 | CC(/C=N/n1c(-c2n[nH]c3c2CCC3)n[nH]c1=S)=C\c1ccco1
/ | 12 | -1 | -2 | -3 | -9 | 4 | -0.3 | / | 9 | Cc1occc1C(=O)N(C)Cc1nc(-c2ccc(Cl)cc2)no1

(listing goes on)
SR-BI HDL uptake | Arrestin-AP2 inh | NSD2 inh | DAGLB inhibitor | Keap1 Nrf2 FP | PKA-R2B act | Cardiac RTF inh | C-LANA FP | SR-BI DiI-HDL act | PvdQ inh | Molecule
-9 | 11 | 3 | -3 | 1 | -3 | -11 | -0.4 | 9 | -9 | Clc1c(-c2ccccc2)nnn1-c1ccccc1
3 | 30 | 1 | -2 | 1 | -4 | 9 | -1.5 | -3 | -1 | CC(=O)Nc1ccc(S(=O)(=O)N2CCN(C(=O)c3ncoc3-c3ccc(F)cc3)CC2)cc1
-16 | 31 | -1 | 0 | 3 | -7 | 1 | -1.0 | 16 | 7 | Cc1ccc(SCCNC(=O)CN(c2ccc3c(c2)OCO3)S(C)(=O)=O)cc1
-4 | -3 | 0 | 2 | -5 | 0 | -8 | 1.0 | 4 | -11 | Nc1ccc(C(=O)OCC(=O)NC(=O)c2ccccc2)cc1[N+](=O)[O-]
-7 | 36 | -3 | 1 | 3 | 2 | -1 | -0.5 | 7 | 2 | CC(C)N(Cc1cc2ccccc2[nH]c1=O)C(=O)c1cccc([N+](=O)[O-])c1
-18 | 22 | -1 | 1 | 0 | 4 | 0 | 3.2 | 18 | -5 | O=C(O)CCC(=O)NNC(=O)CCC1CCCCC1
-26 | 5 | -2 | 1 | -1 | -2 | 7 | 1.9 | 26 | -4 | CCCCn1c(N)c(N(CC(C)C)C(=O)CCCc2nc3ccccc3c(=O)[nH]2)c(=O)[nH]c1=O
-9 | 9 | 0 | -1 | 4 | -12 | -4 | -0.9 | 9 | 5 | CCC1(C)NC(=O)N(CC(=O)N2N=C(c3ccccc3)CC2c2ccc(OC)cc2)C1=O (configuration not stated)
13 | 4 | 0 | 0 | 0 | 3 | -3 | -1.5 | -13 | -4 | CCc1ccc(-c2nc(CS(=O)CC(=O)NC3CC3)c(C)o2)cc1 (configuration not stated)
-24 | 1 | 5 | -3 | 1 | 2 | 3 | 2.9 | 24 | 1 | O=S(=O)(N/N=C\c1cccnc1)c1ccccc1
-14 | -7 | 0 | -1 | -11 | -5 | -1 | -0.3 | 14 | -12 | COC(=O)c1ccc(NC(=O)CSc2nc(=O)cc(N)n2-c2ccccc2)cc1

Screening results as filed in PubChem BioAssay.
